FBPA Giardia inh = inhibitors of Giardia lamblia fructose-1,6-bisphosphate aldolase; A8B2U2; purified Giardia FBPA; Potency, µM (series often up to 59.6 µM), for inactives: top-dose activity, negative = inhibition, actives largely listed as inhibitors; actives 0.71% (n = 290,000); AID 2451; note: potency is the fitted concentration of half-maximal effect; nearly all actives have a fitted effect of over 55% in size
Target sequence (A8B2U2 whole entry, looked up): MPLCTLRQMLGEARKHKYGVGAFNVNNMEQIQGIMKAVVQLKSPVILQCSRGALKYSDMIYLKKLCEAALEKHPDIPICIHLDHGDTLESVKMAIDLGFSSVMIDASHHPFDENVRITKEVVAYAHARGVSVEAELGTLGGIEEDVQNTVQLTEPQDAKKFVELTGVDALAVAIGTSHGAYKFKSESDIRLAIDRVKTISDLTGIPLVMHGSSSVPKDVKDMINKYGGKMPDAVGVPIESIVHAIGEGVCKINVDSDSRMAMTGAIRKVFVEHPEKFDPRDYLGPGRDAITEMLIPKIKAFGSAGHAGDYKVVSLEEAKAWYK
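40 nM FBPA preincubated 10 min at RT with compound (up to 57.5 uM final), then substrate plus GAPDH/TPI/NAD/arsenate coupling and diaphorase/resazurin added. Fluorescence read after 20 min at RT, 525/598 nm.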
AMA1-RON2 inh = AMA1-RON2 (P. falciparum) interaction inhibition | AlphaScreen AMA1-biotinylated RON2 peptide binding | Potency, µM (series often up to 58.2 µM), without a hit: at the top dose activity change, negative = inhibition, usual class: inhibitors | actives 0.2% (n = 360,000) | AID 720542;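 note: potency is the fitted concentration of half-maximal effect; 0% = vehicle wells and -100% = peptide control; nearly all actives have a fitted effect of over 45% in size; some results filed as inactive show a strong effect at the top dose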
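AMA1 (3D7) with his tag at 25 nM final met compounds first, then biotinylated RON2 peptide at 25 nM; detection used donor plus acceptor beads, 10 µg/mL apiece, read by AlphaScreen after 30 min at room temperature.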
AmpC inh no detg = AmpC beta-lactamase inhibition without detergent | P00811 | AmpC nitrocefin hydrolysis, absorbance 480 nm, 0.0001% Triton | Potency, µM (series often up to 57.1 µM), inactives show at the highest dose activity change, negative = inhibition, most hits filed as inhibitors | actives 0.52% (n = 330,000) | AID 485341;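 note: potency is the fitted concentration of half-maximal effect; plate controls were no compound for no effect and no enzyme for full effect; nearly all actives have a fitted effect of over 20% in size; some results filed as inactive show a strong effect at the top dose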
Target sequence (P00811 whole entry, looked up): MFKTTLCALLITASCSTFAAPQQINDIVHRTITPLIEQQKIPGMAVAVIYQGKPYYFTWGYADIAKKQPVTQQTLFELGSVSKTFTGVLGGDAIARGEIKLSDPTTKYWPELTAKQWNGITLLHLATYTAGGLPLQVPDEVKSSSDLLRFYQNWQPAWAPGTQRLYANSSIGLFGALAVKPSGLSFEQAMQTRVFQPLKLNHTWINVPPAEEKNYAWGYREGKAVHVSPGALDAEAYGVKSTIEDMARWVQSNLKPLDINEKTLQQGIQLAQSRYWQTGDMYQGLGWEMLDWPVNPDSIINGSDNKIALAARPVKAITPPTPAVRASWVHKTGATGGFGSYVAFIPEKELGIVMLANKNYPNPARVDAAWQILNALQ
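AmpC (5.3 nM in the dispensed reagent) in 20 mM phosphate pH 7.0 with 0.01% (detergent screen) or 0.0001% Triton X-100 was preincubated with compounds for 15 min at room temperature. Nitrocefin was then added from an 800 uM solution, and hydrolysis was followed at 480 nm.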
Sm TGR inh = S. mansoni TGR enzyme inhibition; purified TGR, DTNB reduction, TNB absorbance 405 nm; actives 3% (n = 360,000); Potency, µM (titrated, usually from 114 µM), for the others: top-dose activity change, negative = inhibition, hits mostly inhibitors; note: potency is the fitted concentration of half-maximal effect; nearly all actives have a fitted effect of over 60% in size
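Kinetic colorimetric format: TGR-catalysed, NADPH-driven DTNB reduction monitored via TNB absorbance. Enzyme dispensed at 20 nM; compound exposure 15 min at room temperature before reaction start.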
AmpC detergent = AmpC beta-lactamase inhibition with detergent present; AID 485294; P00811; Potency, µM (titrated, usually from 114 µM), for inactives: at the top dose activity change, negative = inhibition, actives largely listed as inhibitors; actives 0.041% (n = 370,000); AmpC hydrolysis of nitrocefin, absorbance 480 nm, 0.01% Triton;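 note: potency is the fitted concentration of half-maximal effect; 0% = no-compound wells and -100% = no-enzyme wells; nearly all actives have a fitted effect of over 25% in size; some results filed as inactive show a strong effect at the top dose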
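AmpC (5.3 nM in the dispensed reagent) in 20 mM phosphate pH 7.0 with 0.01% (detergent screen) or 0.0001% Triton X-100 was preincubated with compounds for 15 min at room temperature. Nitrocefin was then added from an 800 uM solution, and hydrolysis was followed at 480 nm.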
HCMV inh = human cytomegalovirus inhibition; HFF cells, HCMV-luciferase reporter, 72 h; stronger effect = lower value; activity change, negative = inhibition, % at 57.5 µM; actives 4.5% (n = 410,000); in the data active = activity change below about -60%; inconclusive = no clear call, values can overlap the other calls; inactive = above about -39%
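Human foreskin fibroblasts infected with luciferase-reporter HCMV at MOI 1 PFU/cell, compounds at two doses. Luciferase measured 72 h post infection; normalized to buffer-only basal and Salinomycin (10uM) controls.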
The depositor's hits bear a star; ? = inconclusive; / = not tested or not shown; & = joins results of further samples; ! = not confirmed by another sample; [ ] = dose if it differs, or a comment. Unless noted, calls come from the whole dose curve; as a rule, active = well fitted curve in the direction sought with a large enough effect; inconclusive = small, poorly fitted or top-dose-only effect, or another doubt; inactive = no such curve, though single readings can be large; an effect the other way counts as inactive or inconclusive. Unless noted, % is set by controls: 0 for no effect and ±100 for the full control effect. An unsorted share of the library. About 7.8% of those tested had a hit in this group.

mol,FBPA Giardia inh,AMA1-RON2 inh,AmpC inh no detg,Sm TGR inh,AmpC detergent,HCMV inh
O=C1[C@H]2[C@@H](c3ccc(Cl)cc3)N3C(=O)N(c4cccc(F)c4)C(=O)[C@@]3(Cc3ccc(Cl)cc3)[C@H]2C(=O)N1C1CCCCC1,-4%,7%,-45%,9%,?,/
CN1C(=O)C(C)(C)c2cc(S(=O)(=O)N3CCCC3C(=O)Nc3ccc(F)cc3)ccc21 (stereo unspecified),/,/,/,3%,5%,-21
Cc1cccc(C)c1OCC(=O)N1CCC(c2nc3ccccc3o2)CC1,/,/,/,-3%,26%,-20
CC(C)c1ccc(NC(=O)CCS(=O)(=O)c2cccc3nonc23)cc1,1%,11%,60%[activator],-2%&4%,-10%&3%,-34&7
CN(Cc1ccccc1)S(=O)(=O)c1ccc(NS(C)(=O)=O)cc1,7%,11%,-36%,5%,-19%,41
O=C(CSc1nnc(COc2cccc3cccnc23)o1)c1ccc(F)cc1,17%,36%[activator],-4%,0%,?,-17
CCS(=O)(=O)N1Cc2ccccc2CC1C(=O)Nc1ccc(NC(C)=O)cc1 (stereo unspecified),-4%,16%,-16%,-8%,3%,-1
O=C(NNC(=O)c1ccccc1-n1cccc1)c1cccc(Cl)c1,2%,4%,-11%,-12%,1%,-10
COc1ccccc1CC(=O)NNC(=O)c1ccco1,-2%,-13%,-16%,5%,-12%,16
O=C(NCc1cccnc1)C1CCCCN1S(=O)(=O)c1ccc(F)cc1 (stereo unspecified),1%,4%,2%,-17%,?,-5
COc1ccc(NC(=O)C2CCCN(S(=O)(=O)c3c(C)n[nH]c3C)C2)cc1OC (stereo unspecified),-8%,9%,-6%,21%&1%,4%&1%,-27&6
Cc1c(C(=O)NCc2ccccn2)oc2c(Cl)cccc12,/,3%,-2%,4%,-10%,76
CCC(Sc1nc2ccccc2c2nc(-c3ccccc3)nn12)C(=O)Nc1cccc(OC)c1 (stereo unspecified),/,/,/,2%,8%,-4
O=C(C1CCCN(S(=O)(=O)c2cccc3nonc23)C1)N1CCN(c2ccccc2)CC1 (stereo unspecified),-3%,-6%,76%[activator],-8%,3%,11
CCc1ccc(Nc2nc(C)cc(C)n2)cc1,?,3%,-1%,-23%,1%,13
O=[N+]([O-])c1ccc(N2CCN(CC(O)COc3ccccc3)CC2)cc1 (stereo unspecified),1%,-1%,-16%,0%,-2%,-24
O=C(Cc1ccc([N+](=O)[O-])cc1)NCC1CCCO1 (stereo unspecified),3%,-5%,-18%,-6%,0%,-27
Cc1cc(C)c(S(=O)(=O)N(C)CC(=O)NCc2ccncc2)c(C)c1,7%,-5%,0%,-4%,6%,-39
CCOC(=O)C(=CNc1ccc(NC2=NCC(C)S2)cc1)C(=O)OCC (stereo unspecified),1%,-5%,-7%,8%,0%,-66*
CCN(CC(=O)Nc1ccc(S(=O)(=O)N2CCCC2)cc1)CC(=O)Nc1cccc(OC)c1,5µM*,-30%,-5%,4%,-1%,0
O=C(/C=C/c1ccccc1Cl)NCCN1CCOCC1,7%,20%,-7%,8%,-6%,-23
CCS(=O)(=O)N1CCC(N2CCC(C)CC2)CC1,?,-15%,-5%,4%,5%,2
CC1CCCC(NC(=O)CCC(=O)c2ccc(F)cc2)C1C (stereo unspecified),3%,6%,0%,-5%,3%,-31
CC1(C)Cc2c(c(=S)nc(-c3ccccc3)n2CCCN2CCOCC2)CO1,-4%,-11%,-12%,3%,0%,6
O=c1[nH]c(CN2CCN(c3ccccc3Cl)CC2)nc2ccsc12,1%,28%,-14%,0%,5%,35
Cc1ccc(NC(=O)c2ccncc2)cc1S(=O)(=O)N(C)C,1%,-2%,-8%,1%,3%,1
CC(C)c1ccc(CNc2ncc(Br)cn2)cc1,4%,4%,-9%,7%,2%,58
COc1ccc(CCC(=O)OCC(=O)N(C)c2c(N)n(Cc3ccccc3)c(=O)[nH]c2=O)cc1,/,-1%,25%,3%,9%,38
CCc1ccccc1N(C(=O)CNC(=O)c1ccco1)C(C(=O)NC1CCCC1)c1cccnc1 (stereo unspecified),/,-7%,-10%,2%,0%,23
CC(Oc1ccc2c3c(c(=O)oc2c1)CCCC3)C(=O)NCCN1CCOCC1 (stereo unspecified),-6%,-12%,40%,5%,4%,0
C#CCOCCOCCOCCNc1nc(N2CCN(C(=O)[C@H](CCC(=O)O)n3cc(C(N)CC(C)C)nn3)CC2)nc(N2CCN(C(=O)[C@H](Cc3ccc(O)cc3)n3cc(C(N)CC(C)C)nn3)CC2)n1 (stereo partly specified),-12%,-2%,204%[activator],-22%,1%,/
Cc1ccc(C(=O)O/N=C(\N)c2ccccn2)cc1,6%,42%[activator],-2%,1%,-1%,-69*
Cc1cc(-c2ccc(Cl)cc2)c2cnn(C(C)C)c2n1,0%,10%,43%,1%,3%,20
CCCc1nnc(NC(=O)c2nc(S(=O)(=O)Cc3ccc(C)cc3)ncc2Cl)s1,/,36%[activator],20%,25µM*,20%,-107*!
NS(=O)(=O)c1ccc(NC(=O)CN2CCc3ccccc3C2)cc1,-6%,-1%,-24%,0%,-10%,12
Cc1ccc(C2CC(=O)c3cnc(N4CCc5ccccc5C4)nc3C2)cc1 (stereo unspecified),2%,-11%,31%,6%,-12%,56
Cc1cc2c(cc1C)NC(CC(=O)Nc1cccc(C)c1C)C(=O)N2 (stereo unspecified),/,/,/,7%,14%,-13
CC(C)(C)NC(=O)Cn1cc(S(=O)(=O)Cc2ccccc2Cl)c2ccccc21,/,/,/,8%,14%,0
Cn1c(CN2CCCC2)c(C#N)c2ccccc21,0%,0%,-43%,/,0%,-16
C[C@]1(C(=O)NCCCNc2ncc(C(F)(F)F)cc2Cl)C=C[C@@H](Cc2ccccc2)N1C(=O)c1ccccc1,-4%&-4%,-8%,183%[activator],0%,-17%,/
O=Cc1ccc(-n2nncc2-c2ccc([N+](=O)[O-])cc2)cc1,-1%,-3%,-23%,-2%[57.1 µM],-1%,-22
O=C(/C=C/c1cccs1)c1cc(Br)ccc1OC(=O)N1CCOCC1,-1%,?,62%[activator],-3%,-1%,6
Cc1ccc(-n2[nH]c(C)c(C=Nc3ccc(S(=O)(=O)Nc4nc(C)cc(C)n4)cc3)c2=O)c(C)c1,-1%,3%,-26%,1%,?,10
N#CCCN(C(=O)COC(=O)C1CCN(S(=O)(=O)c2cccs2)CC1)c1ccccc1,3%,9%,111%[activator],2%,0%,47
O=C(N/N=C/c1ccc(O)cc1)c1csc2ccccc12,-10%,-5%,-54%,8%,-3%,9
Cc1cc(=O)[nH]c(SCC(=O)Nc2ccc(Br)cc2)c1C#N,13%,7%,-30%,-4%,?,-2
NC(=NCCc1ccc(Cl)cc1)NS(=O)(=O)c1ccc(F)cc1,-1%,12%,-30%,2%,-7%,?
Cc1cc(N/N=C/c2ccncc2)c([N+](=O)[O-])cc1[N+](=O)[O-],4%,-5%,-12%,8%,6%,22
COc1ccc2[nH]c3c(=O)n(CCCCC(=O)N4CCCC4)c(=S)[nH]c3c2c1,4%,44%[activator],-22%,5%,1%,-27
CSc1ccc(CNC(=O)Cc2csc3ccccc23)cc1,/,/,/,-7%,25%,148
CC(=O)Nc1c(C(=O)Nc2cccc(C)c2)nnn1-c1ccc(C)cc1,/,/,/,-27%,20%,-62*
COc1ccc(-c2cn3ccccc3n2)cc1[N+](=O)[O-],-4%,-11%,-14%,1%,-11%,79
Cc1ccc(CCN2CC(C(=O)NCc3ccc4c(c3)OCO4)CC2=O)cc1 (stereo unspecified),2%,-3%,43%,0%,2%,11
CCC1=C(c2ccc(C)cc2)S(=O)(=O)N=C1N1CCC(C(=O)NCc2ccccc2Cl)CC1,/,/,/,1%,5%,-7
O=C(NCc1ccc2c(c1)OCO2)c1ccc2c(c1)N(Cc1cccc(Cl)c1)C(=O)c1ccccc1S2,/,/,/,0%,0%,-12
N#CCCn1cc(C(=O)N2CCCCC2)c(-c2ccc([N+](=O)[O-])cc2)n1,1%,9%,-5%,0%,?,-35
CCCc1nc2c(=O)n(C)c(=O)nc-2n(C)n1,5µM*,4%,3%,?,5%,-99*
Cc1ccc(OCCCn2ccnc2)c([N+](=O)[O-])c1,-23%,?,-31%,-5%,-4%,-22
Cc1ccc(C(=O)Nc2cccc(C(F)(F)F)c2)cc1NC(=O)c1c[nH]c2cc(C(F)(F)F)ccc2c1=O,/,-4%,-14%,/,/,2
c1ccc(CCc2nc3ccccc3[nH]2)cc1,-8%,0%,-12%,6%,6%,-20

Only AMA1-RON2 inh, AmpC detergent and Sm TGR inh (5 entries from above):
Compound,AMA1-RON2 inh,AmpC detergent,Sm TGR inh
O=C1[C@H]2[C@@H](c3ccc(Cl)cc3)N3C(=O)N(c4cccc(F)c4)C(=O)[C@@]3(Cc3ccc(Cl)cc3)[C@H]2C(=O)N1C1CCCCC1,7%,?,9%
O=C(Cc1ccc([N+](=O)[O-])cc1)NCC1CCCO1 (stereo unspecified),-5%,0%,-6%
Cc1cc(C)c(S(=O)(=O)N(C)CC(=O)NCc2ccncc2)c(C)c1,-5%,6%,-4%
Cc1ccc(C2CC(=O)c3cnc(N4CCc5ccccc5C4)nc3C2)cc1 (stereo unspecified),-11%,-12%,6%
O=C(C1CCCN(S(=O)(=O)c2cccc3nonc23)C1)N1CCN(c2ccccc2)CC1 (stereo unspecified),-6%,3%,-8%

Arranged by molar mass (largest number first): part of the list above.
mol,FBPA Giardia inh,AMA1-RON2 inh,AmpC inh no detg,Sm TGR inh,AmpC detergent,HCMV inh
O=C(NCc1ccc2c(c1)OCO2)c1ccc2c(c1)N(Cc1cccc(Cl)c1)C(=O)c1ccccc1S2,/,/,/,0%,0%,-12
CCC1=C(c2ccc(C)cc2)S(=O)(=O)N=C1N1CCC(C(=O)NCc2ccccc2Cl)CC1,/,/,/,1%,5%,-7
COc1ccc2[nH]c3c(=O)n(CCCCC(=O)N4CCCC4)c(=S)[nH]c3c2c1,4%,44%[activator],-22%,5%,1%,-27

Further results follow:
mol,FBPA Giardia inh,AMA1-RON2 inh,AmpC inh no detg,Sm TGR inh,AmpC detergent,HCMV inh
c1sc2[n+](c1C13CC4CC(CC(C4)C1)C3)CCS2,-2%,0%,-5%,1%,-1%,-64*
Cc1ccc(NC(=O)COC(=O)COc2cccc3c2OC(C)(C)C3)cc1C,6%,1%,28%,4%,-1%,22
Cc1ccccc1CNC(=O)c1ccc2nc(C(C)C)oc2c1,/,/,/,6%,19%,-28
COc1ccc(C2C3C=CCC(c4cccc(-c5ccc(C)cc5)c4)C3C(=O)N2Cc2ccccc2)cc1Cl (stereo unspecified),-2%&-5%,-8%,?,-9%,-12%,-8

Compound activity as filed in PubChem.
